Screening data: PubChem, National Center for Advancing Translational Sciences (NCATS)
FEN1 inh: human FEN1 inhibition; P39748; Recombinant FEN1 flap cleavage, fluorescence, 15 min; Potency, µM (highest dose often 114 µM), for the others: top-dose activity change, negative = inhibition, most hits filed as inhibitors; 390,000 compounds, 0.35% hits; AID 588795; note: nearly all actives have a fitted effect of over 65% in size
Target sequence (P39748 whole entry, looked up): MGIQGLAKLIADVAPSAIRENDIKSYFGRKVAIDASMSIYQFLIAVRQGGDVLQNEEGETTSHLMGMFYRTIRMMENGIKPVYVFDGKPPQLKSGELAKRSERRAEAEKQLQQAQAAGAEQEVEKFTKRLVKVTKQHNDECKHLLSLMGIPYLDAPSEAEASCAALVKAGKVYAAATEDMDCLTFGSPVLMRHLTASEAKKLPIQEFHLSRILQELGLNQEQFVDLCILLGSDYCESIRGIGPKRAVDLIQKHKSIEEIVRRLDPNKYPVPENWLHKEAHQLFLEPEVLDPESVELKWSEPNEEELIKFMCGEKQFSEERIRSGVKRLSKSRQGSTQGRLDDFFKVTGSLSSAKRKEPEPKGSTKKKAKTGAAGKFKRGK
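Reaction started by adding substrate (50 nM final) to 10 nM enzyme after 15 min room-temperature compound preincubation. Reads at 0 and 15 min, with data normalized and fitted to a four-parameter Hill equation.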
GCN5L2 inh: blocks human GCN5L2 histone acetyltransferase | Q92830 | GCN5L2 HAT assay, ThioGlo1 CoA-SH fluorescence | Potency, µM (titrated, usually from 58.9 µM), for inactives: at the highest dose activity change, negative = inhibition, usual class: inhibitors | 390,000 compounds, 0.21% hits | AID 504327
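Fluorescence readout, Ex340nm/Em540nm: ThioGlo1 (50uM final) reacts with free CoA thiol released as 20nM GCN5L2 acetylates H3(1-25) peptide (75uM) using acetyl-CoA (70uM). Compound and enzyme sat 15 min beforehand; 20 min room-temperature reaction.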
DT40 TDP1 CPT: DT40-hTDP1 cell growth loss with CPT; 420,000 compounds, 12% hits; AID 686979; Potency, µM (doses to about 46.2 µM), for inactives: at the top dose activity change, negative = growth inhibition, usual class: inhibitors; chicken DT40 Tdp1-/-;hTDP1 cells + 20 nM CPT, ATP luminescence, 48 h; note: nearly all actives have a fitted effect of over 55% in size
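Chicken DT40 Tdp1-/- cells complemented with human TDP1, 400 cells/well, exposed to compounds plus 20 nM camptothecin for at least 48 h at 37 C; viability read as ATP content by CellTiter-Glo luminescence.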
* hit, by the source's call; ? = inconclusive; / = not tested or not shown; & = joins results of further samples; [ ] = dose if it differs, or a comment. Calls come from the whole dose curve; as a rule, active = well fitted curve in the direction sought with a large enough effect; inconclusive = small, poorly fitted or top-dose-only effect, or another doubt; inactive = no such curve, though single readings can be large; an effect the other way counts as inactive or inconclusive. % is set by controls: 0 for no effect and ±100 for the full control effect; potency is the fitted concentration of half-maximal effect. These rows are one share of the data (hit frequency here may not be typical).

canonical_smiles	FEN1 inh	GCN5L2 inh	DT40 TDP1 CPT
Cc1cc(SC(C)C(=O)NCC(=O)Nc2ccc(F)c(F)c2F)nc2ccccc12 (stereo unspecified)	7%	1%	-19%
COC(=O)CC(N)c1ccc(OC)c2ccccc12 (stereo unspecified)	-1%	?	-14%
CCN(CCn1cccn1)C(=O)CCc1nnc(C2(c3ccc(Cl)cc3)CCC2)o1	5%	0%	-6%
O=C(O)CCC(=O)NNC(=O)c1ccc(Br)cc1	-2%	-1%	6%
CCCCC1(C)NC(=O)N(CC(=O)Nc2ccc(S(=O)(=O)N3CCOCC3)cc2)C1=O (stereo unspecified)	-6%	-3%	-9%
Cc1ccc(OCCNC(=O)c2cccc(S(=O)(=O)N3CCN(C)CC3)c2)cc1	13%	2%	2%
CN1C/C(=C/c2cccs2)C(=O)/C(=C\c2cccs2)C1	-20%	-11%	-26%
Cc1ccn2cc(C(=O)N3CCCC(Nc4ccc(F)cc4)C3)nc2c1 (stereo unspecified)	2%	-2%	20%
CC(C)Cn1c(-c2cc(Br)ccc2F)nc2c1c(=O)[nH]c(=O)n2CC(C)C	2%	0%	8%
Cc1ccc(C2=NN(CC(=O)NCCc3ccc(Cl)cc3)C(=O)CC2)cc1	-4%	-5%	?
COc1ccc(Br)cc1CN1CCCCCC1	-5%	-23%	29%
Cc1nc(-c2ccccc2)sc1CCNS(=O)(=O)c1ccc(Br)cc1	-11%	-5%	/
CC(C)(O)C1CC[C@@]2(C)C3CCC4[C@@]5(C)CCCC(C)(C)C5C(O)C[C@]4(C)[C@]3(C)CC[C@@H]12 (stereo partly specified)	/	-1%	3%
O=C(CSc1nnnn1Cc1ccccc1)Nc1cccc(F)c1	-9%	-4%	2%
COc1ccccc1OCC(=O)N1CCCCCCC1	-9%	-1%	1%

Single values from the results shown.
`CCCCC1(C)NC(=O)N(CC(=O)Nc2ccc(S(=O)(=O)N3CCOCC3)cc2)C1=O` (stereo unspecified) – DT40 TDP1 CPT: -9%
`O=C(O)CCC(=O)NNC(=O)c1ccc(Br)cc1` – DT40 TDP1 CPT: 6%
`O=C(CSc1nnnn1Cc1ccccc1)Nc1cccc(F)c1` – GCN5L2 inh: -4%
`COc1ccccc1OCC(=O)N1CCCCCCC1` – DT40 TDP1 CPT: 1%
`CC(C)Cn1c(-c2cc(Br)ccc2F)nc2c1c(=O)[nH]c(=O)n2CC(C)C` – DT40 TDP1 CPT: 8%

Additional results follow:
canonical_smiles	FEN1 inh	GCN5L2 inh	DT40 TDP1 CPT
O=c1c(-c2cc(F)cc(F)c2)nc2cncnc2n1Cc1ccccc1Cl	/	-17%	2%
O=C1c2oc3ccccc3c(=O)c2C(c2cccs2)N1CCCN1CCOCC1 (stereo unspecified)	-2%	-3%	18µM*
CCc1ccc(NC(=O)N(CCCN2CCOCC2)Cc2cccs2)cc1	-9%	-3%	-8%
NNC(=O)CCN1CCCCC1	-2%	-8%	3%
CCOC(=O)N1CCN(C(=O)CNC(=O)Cn2cnc3ccccc3c2=O)CC1	2%	-9%	1%
O=C(/C=C/c1cccc(F)c1)N1CCN(c2ncccn2)CC1	18%	-11%	?
O=C(NCc1ccc(Cl)cc1Cl)C1CCN(S(=O)(=O)c2ccc3c(c2)OCCCO3)CC1	8%	-2%	21µM*
O=C(Cc1ccccc1)Nc1c(C(=O)c2ccccc2)oc2ccccc12	11%	-9%	8%
O=S(=O)(NCC1CN(S(=O)(=O)c2ccc3c(c2)OCCO3)C1)c1c(F)cccc1F	5%	-14%	/
O=C(NCCCN1CCCC1=O)c1ccccc1OCc1ccc(Cl)cc1Cl	6%	-1%	?
CCOCCCNCC(=O)N1CCN(S(=O)(=O)c2ccc(C)cc2)CC1	-11%	-6%	1%
Cc1c(Cl)ccc(S(=O)(=O)N2CCN=C2c2ccccc2)c1Cl	-2%	-3%	?
Cn1nc(-c2ccc(C(=O)Nc3cccc(Cl)c3)cc2)c2ccccc2c1=O	-6%	-3%	?
CC(C)(C)c1ccc(C(=O)NC(=S)Nc2ccc(N3CCOCC3)cc2)cc1	26%	-2%	-25%
COc1ccc(S(=O)(=O)N(C)CC(=O)Nc2ccccc2OC)cc1C	-15%	-11%	?

canonical_smiles	FEN1 inh	GCN5L2 inh	DT40 TDP1 CPT
CCCn1c(C(Cc2ccccc2)NC(=O)COC)nc2ccccc21 (stereo unspecified)	-1%	1%	?
COc1ccc(N(C)C(=O)c2ccc3c(Cl)c4c(nc3c2)CCCC4)c(OC)c1	-6%	-3%	?
CCC(C)Sc1ccc([C@H]2N[C@@](CC(C)C)(C(=O)OC)[C@H]3C(=O)N(CC)C(=O)[C@@H]23)cc1 (stereo partly specified)	-5%	-18%	?
O=C(NCCCn1ccnc1)/C(=C\c1cccs1)NC(=O)c1ccco1	-1%	0%	13%
Cc1ccc(NC(=O)CN2CCN(S(=O)(=O)c3ccc(C(C)C)cc3)CC2)cc1F	-1%	-7%	21µM*
O=C(Nc1ccc(N2CCOCC2)cc1)C1(c2ccc(Cl)cc2)CCC1	12%	-7%	-28%
Cn1c(SCC(=O)N2CCOCC2)nnc1-c1ccncc1	14%	1%	?
O=C(NCc1ccc(F)cc1)c1ccccc1OCc1ccccc1	?	-12%	-7%
CC(=O)Nc1ccc(SCC(=O)N2CCN(S(=O)(=O)c3ccccc3)CC2)cc1	-11%	-4%	4%
Cc1ccc2c(c1)c1c(c(=O)n(-c3ccccc3)c(=O)n1CC(=O)NCCC1=CCCCC1)n2C	-2%	-6%	-27%
CC1CCN(C(=O)c2[nH]cnc2C(=O)N[C@H](C)c2ccccc2)CC1	-21%	-5%	3%
O=C(COc1coc(CN2CCN(c3ccccc3F)CC2)cc1=O)N1CCc2ccccc21	-8%	3%	-17%
CCOc1ccc(/C=C2\SC(=S)N(NS(=O)(=O)c3ccc(C)cc3)C2=O)cc1OC	-2%	-15%	-3%
O=C(COc1ccc([N+](=O)[O-])cc1)Nc1cccc(C(=O)Nc2ccccc2C(=O)O)c1	1%	2%	1%
CCN(CC)c1ccc(NC(=O)CSc2nc(C3CC3)nc3ccccc23)cc1C	3%	-12%	4.1µM*

Record cards (already shown). Order of values: FEN1 inh | GCN5L2 inh | DT40 TDP1 CPT
`CCc1ccc(NC(=O)N(CCCN2CCOCC2)Cc2cccs2)cc1` across the screens: -9% | -3% | -8%
`Cc1ccc(OCCNC(=O)c2cccc(S(=O)(=O)N3CCN(C)CC3)c2)cc1` across the screens: 13% | 2% | 2%

Next results
canonical_smiles	FEN1 inh	GCN5L2 inh	DT40 TDP1 CPT
CC(=O)Nc1ccc(NC(=O)CSc2ncnn2-c2ccccc2)cc1	8%	0%	-16%
Cc1ccc(NC(=O)CSc2nc3ccccc3c3nc(CCc4c(C)n[nH]c4C)nn23)c(C)c1	-8%	-11%	-26%
CC(C)(C)OC(=O)N1CCC(c2c(C(=O)Nc3ccc4c(c3)OCCO4)cnn2-c2ccccc2)CC1	-16%	-5%	23µM*
COc1ccc(CCn2c(=S)[nH]c3cc(C(=O)N4CCOCC4)ccc3c2=O)cc1OC	4%	-1%	?
CC(=O)Nc1ccc(CCNC(=O)c2ccc3ccccc3c2O)cc1	-5%	/	-20%
CC[C@@]1(C(=O)OC)N[C@H](CN(C)C(=O)Nc2ccc(Cl)cc2)[C@@H]2C(=O)N(C)C(=O)[C@@H]21	0%	0%	-8%
O=C(OCC#CCSc1nnc(-c2ccncc2)o1)c1cccs1	-5%	-1%	-15%
CCn1c(SCC(=O)Nc2nc3c(s2)CCCC3)nnc1-c1ccccc1	-20%	-13%	-18%
O=C(CN1CCCC1)NN=C(c1ccccc1)c1ccccc1	17%	3%	-23%
COc1ccc(-c2nc3c(c(SCC(=O)N4CCCCC4)n2)Cc2cc(C)ccc2O3)cc1	0%	3%	?
O=C(c1cccs1)c1cn(CCOc2ccccc2Cl)c2ccccc12	13%	2%	?
COc1ccc(-n2nnnc2SCC(=O)NC(=O)Nc2ccc3c(c2)OCCO3)cc1	-1%	-5%	-3%
Cc1cc(C)n(C(C)n2nc(C)cc2C)n1	-3%	-4%	6%
CN(C(=O)CSc1ccccc1C(=O)O)C1CCCCC1	0%	2%	?
CCOC(=O)CSc1nc(-c2ccccc2)cc(C(F)(F)F)n1	-21%	-6%	4%

canonical_smiles	FEN1 inh	GCN5L2 inh	DT40 TDP1 CPT
CCOC(=O)C1=CC[C@@H](c2cc(OC)c(OC)c(OC)c2)N(S(=O)(=O)c2ccc(C)cc2)[C@H]1C(=O)OCC	-14%	-4%	26µM*
CC1(C)CC(=O)/C(=C(/O)CCCN2C(=O)c3ccccc3C2=O)C(=NC(C)(C)C)C1	-1%	1%	0%
CCOC(=O)c1nn(C)c(C)c1Cl	5%	-1%	0%
COc1ccc(C2C(=O)N(C3CCCCC3)CC(=O)N2CC2COc3ccccc3O2)cc1 (stereo unspecified)	6%	-3%	?
COc1ccc(NC(=O)CNC(=O)c2ccco2)cc1S(=O)(=O)Nc1cc(C)ccc1Br	-2%	-3%	1%
O=C(O)CCNc1nc(-c2ccccc2)nc2ccccc12	1%	-5%	-2%
CC(=O)Nc1ccc(Nc2ncnc3c2nnn3Cc2ccccc2Cl)cc1	2%	-21%	18%
CCOc1ccc(N2C(=O)CC(Sc3ncccn3)C2=O)cc1 (stereo unspecified)	-2%	2%	18µM*
COc1ccc(-c2noc(-c3cccnc3N3CCN(c4ccc(OC)cc4)CC3)n2)cc1	15%	-8%	15µM*
CC(=O)c1cccc(NC(=O)COC(=O)c2ccc(S(C)(=O)=O)c([N+](=O)[O-])c2)c1	-15%&11%	-8%	6.3µM*
Cc1cc(Br)c(NC(=O)CSc2n[nH]c(N)n2)c(Br)c1	-1%	40%[activator]	-23%
COc1ccc(NC(=O)CCN2CCN(S(=O)(=O)c3cc(Cl)ccc3OC)CC2)cc1	-13%	0%	-27%
CCCCCC(=O)Nc1nc(C)c(-c2csc(Nc3cc(OC)ccc3OC)n2)s1	-15%	-11%	4.1µM*
COc1ccccc1N1CCN(C(=O)Nc2cccc(C)c2)CC1	12%	1%	9%
CCN(CC)CCCNC(=O)c1ccc(Cn2c(=O)[nH]c3cc(OC)c(OC)cc3c2=O)cc1	6%	0%	-10%

canonical_smiles	FEN1 inh	GCN5L2 inh	DT40 TDP1 CPT
CCc1ccc(S(=O)(=O)Nc2cc3c(cc2C)n(C)c(=O)n3C)cc1	-13%	1%	5.2µM*
CCCCn1c(N)c(N(CCOC)C(=O)C2CC(=O)N(c3cccc(SC)c3)C2)c(=O)[nH]c1=O (stereo unspecified)	2%	-5%	-11%
CCn1cc(C(=O)OC)c(=O)c2cc(S(=O)(=O)N(C)C3CCCCC3)ccc21	-13%	-3%	?
COc1ccc(N2CCN(S(=O)(=O)CCNC(=O)C3CCCCC3)CC2)cc1	-12%	-4%	?
COc1cc(OC)cc(C2C(C#N)=C(N)Oc3n[nH]c(-c4cccnc4)c32)c1 (stereo unspecified)	0%	-2%	5%
C=CCc1cccc(/C=N/NC(=O)c2ccccc2Br)c1O	2%	-16%	?
Cc1cccc(/C=N\NC(=O)c2ccc(Cl)cc2)c1O	5%	-9%	4.6µM*
O=C(COC(=O)/C=C/C(=O)N1CCN(c2ccccc2)CC1)NC(c1ccccc1)c1ccccc1	2%	-9%	?
Clc1cc(Cl)c2nc(N3CCOCC3)sc2c1	-9%	1%	4%
O=C(Nc1ccc2oc(-c3cccnc3)nc2c1)c1ccc(-c2ccc(Cl)cc2)o1	13%	-4%	2%
N/C(=N\OS(=O)(=O)c1cc(Cl)ccc1Cl)c1ccncc1	-15%	-1%	-1%
O=c1/c(=C\c2cc([N+](=O)[O-])cc([N+](=O)[O-])c2O)sc2nc3ccccc3n12	56µM*	?	5%
COc1ccccc1CN(C(=O)CNC(=O)c1ccco1)C(C(=O)NCC1CCCO1)c1ccc(OC)c(OC)c1 (stereo unspecified)	17%	-3%	-3%
CC(C)c1cc2c(c(O)c1O)[C@@]13CCCC(C)(C)C1CC2OC3=O (stereo partly specified)	?	?	5.2µM*
CC(Oc1ccc(Cl)cc1Cl)/C(N)=N/O (stereo unspecified)	15%	?	-8%

canonical_smiles	FEN1 inh	GCN5L2 inh	DT40 TDP1 CPT
Cn1c(SCC(=O)NCC2CCCO2)nc2scc(-c3ccccc3)c2c1=O (stereo unspecified)	-4%	-6%	?
COc1ccc(CCC(=O)O)cc1	-3%	/	-4%
Cc1cc(C)cc(C(=O)NCC(=O)N2CCN(C(c3ccccc3)c3ccccc3)CC2)c1	2%	-13%	?
COC(=O)c1ccccc1NC(=O)[C@H]1O[C@@H]2OC(C)(C)O[C@@H]2[C@H]2OC(C)(C)O[C@H]21	-11%	-6%	11%
